# From PubChem BioAssay
# GLP1R ag = GLP-1 receptor (human) agonism; HEK293 GLP-1R CRE-luciferase, luminescence, 4-6 h; cells express a hypersensitive GLP-1R form; 0.007% of 380,000 active; AID 624172; Potency, µM (titrated, usually from 45.6 µM), inactives show top-dose activation, usual class: activators; P43220; also: % of control where 0% means no effect
# Target sequence (P43220 whole entry, looked up): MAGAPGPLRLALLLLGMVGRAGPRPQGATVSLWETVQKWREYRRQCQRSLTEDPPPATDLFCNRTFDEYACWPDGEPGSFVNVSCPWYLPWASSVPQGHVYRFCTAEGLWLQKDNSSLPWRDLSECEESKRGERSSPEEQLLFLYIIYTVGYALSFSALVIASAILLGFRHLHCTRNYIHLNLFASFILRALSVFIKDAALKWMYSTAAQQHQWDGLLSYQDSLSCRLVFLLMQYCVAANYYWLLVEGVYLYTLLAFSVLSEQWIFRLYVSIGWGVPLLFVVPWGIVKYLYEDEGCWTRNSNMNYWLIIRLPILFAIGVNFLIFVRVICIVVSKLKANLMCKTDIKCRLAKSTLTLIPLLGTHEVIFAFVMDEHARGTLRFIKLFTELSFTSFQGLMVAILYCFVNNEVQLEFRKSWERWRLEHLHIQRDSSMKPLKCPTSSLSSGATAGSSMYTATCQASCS
# KB-V1 MDR tox = KB-V1 MDR subline cytotoxicity | KB-V1 MDR cells viability, CellTiter-Glo, 72 h | Potency, µM (top dose mostly 46.1 µM), without a hit: at the top dose activity change, negative = cytotoxicity, most hits filed as cytotoxic | 3.4% of 400,000 active; also: % is scaled to controls: 0 for no effect and ±100 for the full control effect; nearly all actives have a fitted effect of over 60% in size
#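 Drug-selected KB-V1 cells, grown in DMEM lacking phenol red with 10% FBS, receive compound titrations; after three days at 37 degrees C, surviving cell ATP is quantified by CellTiter-Glo luminescence and responses normalized and curve-fitted.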
# GLP1R cytotox = cytotoxicity in counter-screen for GLP-1R inverse agonists. Potency, µM (titrated, usually from 38.3 µM), without a hit: at the highest dose activity change, negative = inhibition, usual class: inhibitors. 0.13% of 410,000 active. AID 624418. HEK293 cAMP-luciferase reporter cells, luminescence, 24 h;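 also: loss of luciferase light is scored as toxicity; % is scaled to controls: 0 for no effect and ±100 for the full control effect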
#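 Step one: seed cells (200 cells/uL, DMEM with 10% Nu serum, 1% pen-strep). Step two: 12-hour incubation at 37 deg C. Step three: pin 23 nL compound, incubate 24 hr. Step four: add luciferase reagent, read luminescence 12 min later.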
# SW480 rerep = DNA re-replication induction in SW480 cells; SW480 DNA re-replication, Hoechst DNA content imaging, 48 h; Potency, µM (highest dose often 46.1 µM), inactives show at the highest dose re-replication activation, hits mostly activators; 1.8% of 340,000 active; AID 624297; also: % of control where 0% means no effect; nearly all actives have a fitted effect of over 55% in size
#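 Readout is total intensity of Hoechst-stained nuclei, excited at 405 nm and collected at 500-530 nm. Compound treatment lasted 48 hr at 37 C in 5% CO2 before staining.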
# KB-3-1 cytotox = kills parental KB-3-1 adenocarcinoma cells; KB-3-1 viability, CellTiter-Glo ATP luminescence, 72 h; 1.4% of 400,000 active; Potency, µM (doses to about 46.1 µM), for inactives: at the top dose activity change, negative = cytotoxic, actives largely listed as cytotoxic; also: % is scaled to controls: 0 for no effect and ±100 for the full control effect; nearly all actives have a fitted effect of over 60% in size
#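 Here the drug-naive KB-3-1 line serves as comparator for MDR sub-line selectivity; cells received compound titrations, 72 h at 37 °C, then CellTiter-Glo readout.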
# HT1080 IDH1KD tx = toxicity to HT-1080 IDH1 knockdown cells (counter line). Potency, µM (titrated, usually from 46.1 µM), inactives show at the highest dose activity, negative = toxicity, hits mostly cytotoxic. HT-1080 IDH1 knockdown viability, ATP luminescence, 48 h. 2% of 360,000 active;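 also: 0% = DMSO wells and -100% = cell-free medium wells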
#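 Luminescent ATP read-out (CellTiter-Glo, 10 min at room temperature) after 48 h compound exposure at 37 °C gave viability of IDH1-knockdown HT-1080 cells. Activity was normalised to DMSO and cell-free wells, then fitted as concentration-response curves.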
# GLP-1R inv ag = acts as inverse agonist at human GLP-1 receptor | HEK293 GLP-1R CRE-luciferase, luminescence, 24 h; GLP-1R form is constitutively active | Potency, µM (series often up to 38.3 µM), for inactives: at the highest dose activity change, negative = inhibition, actives largely listed as inhibitors | 1.6% of 410,000 active; also: % is scaled to controls: 0 for no effect and ±100 for the full control effect; nearly all actives have a fitted effect of over 55% in size
#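 HEK293 cells stably co-expressing a cAMP-responsive luciferase reporter and constitutively active GLP-1R were seeded, incubated 12 h, then exposed to compounds for 24 h at 37 C. Luminescence was read 12 min after detection reagent; inverse agonists lower signal.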
# TDP-43 yeast inh = TDP-43 toxicity inhibition in yeast; TDP-43 expressing yeast growth rescue, BacTiter-Glo, 24 h; Potency, µM (highest dose often 46.1 µM), inactives show top-dose growth rescue (activation), actives largely listed as activators; 1.8% of 410,000 active; AID 652104; also: % of control where 0% means no effect; nearly all actives have a fitted effect of over 50% in size
#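 Readout is BacTiter-Glo luminescence of cell growth, so inhibitors register as activators. TDP-43-expressing yeast at OD600=0.02 in galactose medium, after raffinose pregrowth to mid-log, were incubated with compound for 24 hr at 30 deg C.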
# HT1080-NT tox = kills 2HG-producing HT-1080-NT fibrosarcoma cells. HT-1080-NT fibrosarcoma viability, CellTiter-Glo ATP luminescence, 48 h. 1.6% of 360,000 active. Potency, µM (highest dose often 46.1 µM), inactives show at the highest dose activity, negative = less viability, most hits filed as cytotoxic. AID 686970;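 also: NT is the 2HG producing partner of a matched IDH1 knockdown line; 0% = DMSO-treated cells and -100% = media-only wells without cells; nearly all actives have a fitted effect of over 55% in size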
#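 Read-out is CellTiter-Glo luminescence after 10 minutes at room temperature, following 48 hours' compound treatment of HT-1080-NT cells (750 cells/well, RPMI, 5% FBS, 37 degrees C).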
# Numbers without * were called inactive; ? = inconclusive; . = no result given; [ ] = remark or other dose. Calls follow the shape of the dose curve; as a rule, active = well fitted curve in the direction sought with a large enough effect; inconclusive = small, poorly fitted or top-dose-only effect, or another doubt; inactive = no such curve, though single readings can be large; an effect the other way counts as inactive or inconclusive. Potency is read from the fitted curve at half-maximal effect.
compound	GLP1R cytotox	SW480 rerep	HT1080 IDH1KD tx	KB-3-1 cytotox	TDP-43 yeast inh	GLP-1R inv ag	GLP1R ag	KB-V1 MDR tox	HT1080-NT tox
CCCN(CCC)C(=O)c1cc2c(=O)[nH]c3ccc(C)cc3c2s1	-8%	-68%[inhibitor]	1%	-8%	28%	-20%	19%	-19%	-2%
Cc1ccc(NC(=O)C2CCN(S(=O)(=O)c3ccc4c(c3)CC(C)N4C(=O)C3CCC3)CC2)nc1 (stereo not given)	-4%	7%	?	?	-3%	?	2%	?	-26%
COC(=O)/C(=C\Nc1ccc(Cl)c2ccccc12)c1ncc(C(F)(F)F)cc1Cl	14%	?	-1%	1%	-2%	0%	-21%	-6%	1%
CCOC(=O)c1cc(-c2ccc(OC)cc2)nn1-c1ccccc1C(=O)O	10%	1%	-1%	-2%	-22%	10%	-1%	0%	-1%
COc1ccc(N2C(=O)CC(Sc3nnc(-c4ccccc4F)n3C)C2=O)cc1 (stereo not given)	3%	?	16%	-3%	0%	9%	-5%	3%	17%
CC(C)c1ccc(NC(=O)CSc2ncccc2C(=O)Oc2cccc([N+](=O)[O-])c2)cc1	4%	?	?	2%	8%	?	2%	-20%	?
O=[N+]([O-])c1cnccc1NC1CCCCC1	-6%	2%	4%	11%	11%	14%	?	16%	0%
COc1ccc(C(=O)NC2CCN(S(=O)(=O)c3ccc(F)cc3)CC2)cc1	-4%	-6%	-2%	-2%	18%	24%	2%	1%	3%
Cc1cccc(N2C(S)=C(C#N)C(=O)NC2c2ccco2)c1 (stereo not given)	2%	-1%	-8%	-7%	-3%[0.397 µM]	1%	0%	?	2%
CC1CCCCN1C(=O)CN1C(=O)CSc2ccc(S(=O)(=O)N3CCOCC3)cc21 (stereo not given)	-2%	5%	3%	1%	-5%	-7%	2%	-8%	-1%
O=C(CSc1nc2ccccc2o1)N1CCCC1	15%	3%	0%	-2%	6%	2%	1%	4%	3%
COc1ccc(OC)c(C2C3=C(CC(C)(C)CC3=O)Nc3nnnn32)c1 (stereo not given)	8%	-4%	1%	3%	-2%	-3%	-2%	0%	0%
Clc1nc(Cl)nc(N(c2ccccc2)c2ccccc2)n1	6%	0%	0%	14%	0%	-25%	-5%	1%	-7%
COc1cc2nc(NC(=O)c3ccc(F)cc3Cl)sc(=O)c2cc1OC	?	27%	-25%	0%	-11%	?	12%	-10%	-19%
Oc1ccc(-c2n[nH]c(=S)n2-c2ccc3c(c2)OCCO3)cc1	0%	-6%	-1%	-10%	14%	12%	4%	1%	-3%
C=C(C)Cn1c(N2CC(C)CC(C)C2)nc2c1c(=O)[nH]c(=O)n2C (stereo not given)	2%	-10%	0%	-15%	7%	6%	11%	0%	1%
CCN(Cc1ccccc1)S(=O)(=O)c1cc(C(=O)NC(C)C2CC3CCC2C3)ccc1OC (stereo not given)	3%	?	-8%	-15%	28%	?	5%	-4%	-6%
COc1cccc(OCc2nc3ccccc3n2CCOc2ccc(C)cc2)c1	-6%	.	.	1%	?	?	.	-19%	.
COC(=O)c1cc(Nc2cc(C)c3ccc(O)cc3n2)cc(C(=O)OC)c1	2%	?	-9%	3%	16%	2%	19%	3%	-1%
COCc1cc(C)nc(SCC(=O)Nc2ccc3c(c2)n(C)c(=O)n3C)c1C#N	2%	-4%	18%	.	14%	17%	-1%	.	1%
CCC(=O)Nc1nnc(C)s1	-4%	?	-5%	0%	-5%	0%	8%	-3%	-5%
N#C/C(=C\c1ccccc1O)C(=O)Nc1cccnc1	4%	-9%	4%	-1%	-22%	25%	1%	22%	26%
CC(C)Nc1nc(Nc2ccc(Cl)cc2F)c2sccc2n1	-11%	.	?	0%	?	?	10%	0%	?
Cc1ccccc1Cn1c2ccccc2c2cnn(CC(=O)N3CCC(C)CC3)c(=O)c21	10%	.	.	0%	26%	-7%	.	-3%	.
CCOCCn1c(CN2CCN(c3cccc(Cl)c3)CC2)nc2c1c(=O)n(C)c(=O)n2C	4%	-11%	-5%	-14%	-1%	-19%	-5%	-14%	-19%
CC(C(=O)O)n1cnc2sc3c(c2c1=O)CCCC3 (stereo not given)	0%	-19%	20%	-2%	-13%[9.22 µM]	7%	0%	12%	14%
O=C(Nc1ccc(NS(=O)(=O)c2ccc([N+](=O)[O-])cc2)cc1)c1ccco1	16%	-2%	-2%	-1%	9%	-1%	-6%	?	-1%
CCN1CCN(C(=O)CSc2cc(=O)n(CC)c3ccccc23)CC1	-10%	-19%	-9%	?	-19%	8%	5%	?	-2%
Cc1ccc(C(=O)NCC(=O)OCC(=O)Nc2cc(C)c(C)cc2[N+](=O)[O-])cc1	-3%	-5%	2%	2%	-5%	5%	-5%	-3%	1%
Cc1cccc(OC(C)C(=O)Nc2nccs2)c1 (stereo not given)	21%	?	-3%	-7%	0%	-3%	5%	7%	15%

# Nothing new here: an excerpt of the list.
compound	GLP1R cytotox	SW480 rerep	HT1080 IDH1KD tx	KB-3-1 cytotox	TDP-43 yeast inh	GLP-1R inv ag	GLP1R ag	KB-V1 MDR tox	HT1080-NT tox
O=C(Nc1ccc(NS(=O)(=O)c2ccc([N+](=O)[O-])cc2)cc1)c1ccco1	16%	-2%	-2%	-1%	9%	-1%	-6%	?	-1%
CCN1CCN(C(=O)CSc2cc(=O)n(CC)c3ccccc23)CC1	-10%	-19%	-9%	?	-19%	8%	5%	?	-2%
Cc1ccc(C(=O)NCC(=O)OCC(=O)Nc2cc(C)c(C)cc2[N+](=O)[O-])cc1	-3%	-5%	2%	2%	-5%	5%	-5%	-3%	1%
Cc1cccc(OC(C)C(=O)Nc2nccs2)c1 (stereo not given)	21%	?	-3%	-7%	0%	-3%	5%	7%	15%

# (next part)
compound	GLP1R cytotox	SW480 rerep	HT1080 IDH1KD tx	KB-3-1 cytotox	TDP-43 yeast inh	GLP-1R inv ag	GLP1R ag	KB-V1 MDR tox	HT1080-NT tox
COc1ccc(NC(=O)c2sc3nc4c(c(-c5ccc(OC)cc5)c3c2N)C(=O)CC(C)(C)C4)cc1	9%	.	.	-2%	19%	-8%	.	11%	.
CC(=O)NC12CC3CC(C1)CC(C(=O)N1CCN(S(=O)(=O)c4ccccc4[N+](=O)[O-])CC1)(C3)C2	-11%	-19%	2%	-1%	18%	-3%	4%	4%	5%[9.24 µM]
CC(=O)c1cccc(-c2ccnc3c2CC(C(=O)NCCC(F)(F)F)O3)c1 (stereo not given)	-24%	.	21µM*	7.3µM*	21%	-19%	-1%	?	?
C[C@H]1CN([C@@H](C)CO)S(=O)(=O)c2ccc(C#CC3(O)CCCC3)cc2O[C@@H]1CN(C)C(=O)Cc1cccnc1	-2%	.	7%	5%	21%	19%	24%	15%	2%
COc1ccc2oc(C(=O)OCC(=O)N3CCCC3=O)c(C)c2c1	1%	-24%	0%	4%	-6%	8%	7%	0%	2%
O=C(NCCc1ccc(Cl)cc1)c1cccc(S(=O)(=O)N2CCCC2)c1	-2%	.	-15%	-5%	-3%	-14%	-2%	-28%	-17%
Cn1cc(C(=O)NS(=O)(=O)Nc2ccc(Br)cn2)c2ccccc21	4%	-34%[inhibitor]	28%	13%	16%	27%	-3%	0%	10%
CC(C)(C)n1nnnc1C(c1ccccc1)N1CCN(c2ccc(C(F)(F)F)cn2)CC1 (stereo not given)	3%	.	-7%	?	35µM*	?	4%	-13%	-9%
O=C(CS(=O)(=O)Cc1ccccc1)N1CCN(C(=O)c2ccco2)CC1	-10%	0%	-1%	10%	18%	-21%	-6%	24%	-7%
O=C(Nc1nc(-c2ccccc2)cs1)c1cccc(S(=O)(=O)N2CCN(Cc3ccccc3)CC2)c1	0%	0%	2%	-6%	-11%	?	7%	-19%	-1%
Cc1cc(CN2C(=O)c3ccccc3C2=O)on1	5%	-9%	12%	1%	26%	11%	-13%	-18%	15%
COc1cccc(CNC(=O)C2CCCN(c3nn4cc(-c5ccc(C)cc5)nc4s3)C2)c1 (stereo not given)	-12%	.	.	-10%	0%	-11%	.	2%	.
Cc1ccc(NC(=O)c2sc(-n3nc(C)c(Cc4ccc5c(c4)OCO5)c3C)nc2C)cc1C	-19%	.	.	0%	-22%	-6%	.	1%	.
COc1ccc2c(c1)[C@H]1[C@H](CO2)[C@H](c2ccccc2)[C@]2(C)C(=O)N(CC3CCCO3)CC(=O)N12 (stereo not given in full)	-3%	1%	-6%	16%	5%	20%	-5%	-13%	1%
CCN(CC)c1c([N+](=O)[O-])c(=O)n(CC)c2ccccc12	5%	52%	-2%	3%	13%	-3%	7%	-22%	1%
NCC(c1ccccc1Cl)c1c[nH]c2ccccc12 (stereo not given)	-18%	2%	?	-5%	-14%	?	-11%	20%	?
CCCCCCCCSc1n[nH]c(N)n1	6%	0%	-19%	-17%	-4%	55%[activator]	2%	14%	-4%
COc1ccc2cc(CO)c3cc(OC)c(OC)cc3c2c1	-13%	0%	-11%	0%	?	?	2%	?	-7%
C[C@@]12C(=O)Nc3ccc(F)cc3C(=O)N1[C@H]1c3ccccc3OC[C@@H]1[C@@H]2c1ccccc1	18%	27%	-4%	-12%	14µM*	?	-4%	0%	-10%
c1ccc(C(c2nnnn2C2CCCC2)N2CCN(c3ccccc3)CC2)cc1 (stereo not given)	-2%	1%[9.22 µM]	-2%	-2%	-2%	?	1%	?	0%
CNNC(=S)NCCC1=CCCCC1	-25%	-2%	13%	6%	20%	-7%	6%	4%	10%
O=C(c1cccc(C(F)(F)F)c1)N1CCCC1	2%	-5%	7%	-6%	-15%	4%	-2%	-1%	8%
O=c1[nH]c(=O)n(CCCc2ccccc2)cc1-c1ccccc1	-22%	0%	24%	2%	0%	1%	7%	13µM*	8%
